# Tb MetRS inh – Trypanosoma brucei MetRS inhibition | inhibition, % at 11.9 µM | 360,000 compounds, 0.4% hits | AID 624268 | purified T. brucei MetRS, ATP depletion, Kinase-Glo luminescence;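 active = inhibition above a per-plate cutoff of the control wells' mean inhibition plus 3 SD, cut at about 5.5% in these data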;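 also: 0% = DMSO wells median and 100% = median of wells with control inhibitor compound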
#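 Dosing: 11.9 µM compound single dose, 0.9% DMSO; Assay system: purified T. brucei MetRS enzyme; Measured by: Kinase-Glo luciferase luminescence reporting remaining unconsumed ATP; Schedule: 15 min plus 2 h at 25 °C.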
# Scp-1 inhibitor – inhibitors of human Scp-1 phosphatase | Q9GZU7 | Recombinant Scp1, phosphopeptide, malachite green phosphate absorbance | inhibition, % at 20 µM | 340,000 compounds, 0.88% hits | AID 493091;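 active = inhibition above about 50% at 20 µM, limit read from the data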;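 also: plate controls were DMSO wells with enzyme for no effect and wells lacking enzyme for full effect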
# Target sequence (Q9GZU7 76-261 limits assumed): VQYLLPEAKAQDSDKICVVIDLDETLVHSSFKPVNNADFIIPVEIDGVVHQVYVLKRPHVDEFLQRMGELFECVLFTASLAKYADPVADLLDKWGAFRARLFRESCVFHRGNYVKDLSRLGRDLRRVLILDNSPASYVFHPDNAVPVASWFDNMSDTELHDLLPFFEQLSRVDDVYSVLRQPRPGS
#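 assay system = SCP-1 phosphatase catalytic domain, residues 76-261 | buffer or medium = 50 mM Tris acetate pH 5.5, 0.005% Tween-20, 10 mM MgCl2 | incubation = enzyme reaction 45 min at room temperature, colour 5 min, stabilisation 30 min | signal = Phosphate-binding colour reagent, absorbance read at 630 nm | measure = % inhibition at 20 µM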
# NadD inh – blocks S. aureus nicotinate mononucleotide adenylyltransferase. purified NadD enzyme, colorimetric absorbance read-out. inhibition, % at 20 µM. 360,000 compounds, 0.78% hits; in the data active = inhibition above about 26%; also: some compounds past the cut are filed as inactive
# STEP block – inhibitors of human striatal-enriched phosphatase STEP | recombinant STEP, OMFP fluorogenic substrate, fluorescence | inhibition, % at 20 µM | 360,000 compounds, 0.25% hits;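 active = inhibition at 20 µM, scaled per plate between control wells, above about 37%, limit read from the data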;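 also: 0% = DMSO with enzyme and substrate and 100% = substrate only without enzyme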
#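 System: isolated STEP enzyme; schedule: 20 min enzyme reaction at room temperature, protected from light; medium: Bis-Tris buffer pH 6.0, 2.5 mM DTT, 0.005% Tween 20; signal: fluorescence, 480/540 nm; dosing: single compound dose of 20 µM, 1% DMSO final; also added: OMFP substrate, 25 µM final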
# LMPTP inh – blocks human LMPTP phosphatase; P24666; recombinant LMPTP-A, OMFP fluorogenic substrate, fluorescence intensity; inhibition, % at 20 µM; 360,000 compounds, 0.22% hits; AID 651560;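 active = compounds that cut the enzyme signal by at least half of the control window in the single-dose screen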;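 also: plate controls were DMSO wells with enzyme plus substrate for no effect and substrate without enzyme for full effect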
#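 Buffer or medium: Bis-Tris pH 6.0, DTT, detergent; Assay system: LMPTP-A enzyme; Quantity: 0.625 nM enzyme; Detection: endpoint fluorescence intensity; Times: 50 min dark incubation at room temperature; Controls: substrate-only low control, DMSO enzyme-plus-substrate high control; Doses: single 20 µM dose; Read-out: percent inhibition versus substrate-only and uninhibited controls; Reagent: 400 µM OMFP.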
# DNMT1 block – DNMT1 (human) enzyme inhibition; inhibition (reported as % activation of signal), % at 10 µM; 360,000 compounds, 0.83% hits; DNMT1 molecular beacon, Hinp1I cleavage, fluorescence; P26358; in the data active = inhibition above about 50%
# Rpn11 block – inhibitors of human proteasome Rpn11; O00487; human 26S proteasome, Ub4-pepOG fluorescence polarization; 20S core pre-blocked with epoxomicin; calls only at 20 µM; 360,000 compounds, 0.59% hits; AID 588493;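 active = inhibition at 20 µM, scaled to each plate's controls, above about 33%, limit read from the data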
# Target sequence (O00487 whole entry, looked up): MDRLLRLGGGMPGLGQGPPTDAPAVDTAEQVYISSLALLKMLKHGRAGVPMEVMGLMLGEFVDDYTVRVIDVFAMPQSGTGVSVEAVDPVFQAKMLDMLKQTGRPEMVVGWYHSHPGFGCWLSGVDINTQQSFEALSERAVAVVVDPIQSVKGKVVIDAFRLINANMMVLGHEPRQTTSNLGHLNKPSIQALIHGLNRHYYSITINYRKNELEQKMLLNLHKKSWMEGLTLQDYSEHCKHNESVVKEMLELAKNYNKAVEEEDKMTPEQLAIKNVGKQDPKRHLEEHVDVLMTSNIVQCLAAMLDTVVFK
# CSN inh – inhibitors of human CSN-mediated cullin deneddylation | Purified CSN, SCF-Nedd8-OG deneddylation, fluorescence polarization | inhibition, % at 12.5 µM | 360,000 compounds, 0.38% hits | Q92905;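 active = pattern-corrected inhibition above about 35%, with an unprinted fluorescence ratio check between 0.5 and 1.5, limit read from the data, passing the limit was not always enough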;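 also: 0% = enzyme with substrate and 100% = substrate without enzyme; some results filed as inactive read as strong as hits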
# Target sequence (Q92905 whole entry, looked up, one chain of several): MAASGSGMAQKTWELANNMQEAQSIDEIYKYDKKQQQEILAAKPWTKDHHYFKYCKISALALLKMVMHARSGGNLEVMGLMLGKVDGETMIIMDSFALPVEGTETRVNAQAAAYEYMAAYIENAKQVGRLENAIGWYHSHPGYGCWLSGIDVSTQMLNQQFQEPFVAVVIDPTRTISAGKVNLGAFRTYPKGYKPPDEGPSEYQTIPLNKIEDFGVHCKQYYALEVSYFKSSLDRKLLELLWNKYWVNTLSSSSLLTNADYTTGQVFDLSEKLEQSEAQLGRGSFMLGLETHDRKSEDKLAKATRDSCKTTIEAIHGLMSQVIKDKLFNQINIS
#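 Assay system: Purified human Csn5 enzyme expressed in HEK293T cells | Amount: Enzyme 0.24 nM | Measured by: Fluorescence polarization readout | Medium: Tris/NaCl/DTT buffer, pH 7.5 | Compound dosing: One concentration, 12.5 µM, 0.25% DMSO | Times: 90 min incubation of compound, enzyme and substrate at room temperature | Control set: no-enzyme wells high, enzyme-with-substrate wells low | Read-out: % inhibition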
# SUMO1 PPI mod – modulators of human SUMO1-mediated protein-protein interactions | inhibition, % at 20 µM | SUMO1 binding to a labelled peptide, TR-FRET, 1 h | 360,000 compounds, 0.33% hits | P63165; in the data active = inhibition above about 37%
# Target sequence (P63165 whole entry, looked up): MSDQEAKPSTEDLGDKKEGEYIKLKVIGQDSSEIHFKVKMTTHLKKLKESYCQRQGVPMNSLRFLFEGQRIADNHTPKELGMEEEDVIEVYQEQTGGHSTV
# MsrA inh – bovine MsrA inhibition. purified bovine MsrA, absorbance read-out. inhibition, % at 15.5 µM. 360,000 compounds, 0.75% hits. AID 651718; in the data active = inhibition above about 4.5%;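 also: 0% = vehicle wells with enzyme and 100% = reference inhibitor wells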
# * = called active by the depositor; i = inactive; / = no result given. No enrichment for hits, and some 3.9% of all compounds hit somewhere here.
Tb MetRS inh	Scp-1 inhibitor	NadD inh	STEP block	LMPTP inh	DNMT1 block	Rpn11 block	CSN inh	SUMO1 PPI mod	MsrA inh	Compound
-1.1	-7	-11	2	-1.1	-3	i	1	-1	-1.6	OCCC1CN(CCCc2ccccc2)CCN1Cc1ccc(F)cc1 (centres undefined)
-0.7	-4	1	-2	-1.4	1	i	2	-1	1.7	COC(=O)c1ccc(CSc2nnc(C)s2)cc1
-0.6	2	-4	1	-0.3	-1	i	3	1	-0.2	O=C(Cc1n[nH]c(=O)c2ccccc12)OCC(=O)c1ccc(F)c(F)c1
-0.2	-11	-2	-3	1.3	10	i	3	-7	0.7	COC(=O)C1=C(C)N(c2ccc(Br)cc2)C(=O)/C1=C\c1ccco1
0.1	-8	-4	-3	-0.9	0	i	1	-2	1.4	Cc1cnc(C(=O)Nc2nnc(C)s2)cn1
0.8	-1	1	8	1.1	2	i	-5	-4	0.7	Cn1c(=S)ccc2ccccc21
-0.2	-1	-5	2	-0.1	1	i	6	-7	1.6	Cc1cc2nc(C(F)(F)F)cc(-c3cccs3)n2n1
0.1	-5	-5	1	-1.0	-1	i	5	2	-0.2	CC(NS(=O)(=O)c1ccccc1)C(c1cccs1)N1CCN(C)CC1 (centres undefined)
-0.3	-5	1	0	-0.8	0	i	0	-1	0.6	CS(=O)(=O)N(CC(=O)NCC1CCCO1)c1ccc(Cl)c(Cl)c1 (centres undefined)
-0.5	-9	3	-4	-0.8	-1	i	1	0	-0.4	Cc1cccc(NC(=S)NC23CN4CN(CN(C4)C2)C3)c1C
-0.4	-7	-5	-1	0.7	-1	i	0	-28	2.8	O=C(COC(=O)c1cc([N+](=O)[O-])ccc1NCCO)Nc1cccc(S(=O)(=O)N2CCCC2)c1
0.1	/	-1	-6	-1.4	-1	i	-5	6	-0.3	Nc1ncnc(N)c1NC(=O)c1ccc(OCc2ccccc2)cc1
0.2	4	1	2	2.9	-6	i	0	2	1.9	CCOc1ccccc1NC(=S)N1CCN(c2nc(-c3ccc(F)cc3)cs2)CC1
0.2	-4	1	1	-0.9	3	i	-12	-5	-0.9	Cc1ccc(SCC(=O)NCc2ccncc2)cc1
-1.1	-12	-3	0	1.7	0	i	-4	5	0.5	CSc1ccccc1NC(=O)c1cc(Cl)sc1Cl
-0.7	2	-3	0	-0.4	5	i	3	-4	/	O=C(CN1CCOCC1)NCc1ccccc1
-0.1	1	-2	0	-0.1	1	i	-12	-14	0.8	CNC(=S)N=Nc1c(O)[nH]c2ccc(C(C)C)cc12
-0.1	-4	0	1	0.1	-5	i	3	1	/	COc1ccc(OC)c(NC(=O)c2c3c(nc4ccccc24)CCC3)c1
0.0	-6	0	-4	0.7	3	i	-3	2	0.2	CN(C)c1cccc(C(=O)NCC2CCCO2)c1 (centres undefined)
0.5	-5	1	-2	-0.6	3	i	-4	1	1.8	CCn1cc(C(=O)NC2CCCCC2C)c(=O)c2ccc(C)nc21 (centres undefined)
0.1	-6	-10	-2	-1.1	-1	i	0	3	0.4	COC(=O)CSc1nnc(SCc2ccc(OC)cc2)s1
-0.3	-4	-3	-2	-0.5	2	i	2	-2	0.1	CCOC(=O)C1=C(N)Oc2cc(O)ccc2C1c1cccnc1 (centres undefined)
0.6	-4	4	-2	2.3	-12	i	-1	-7	-1.3	CCOc1ccc2nc(NC(=O)c3cc([N+](=O)[O-])ccc3N3CCOCC3)sc2c1
-0.4	3	5	0	0.8	-3	i	1	3	-0.6	CCN(CC)S(=O)(=O)c1ccc(-c2nnc(SCc3nnc(-c4ccc(C)cc4)o3)n2CC)cc1
-1.0	-15	-7	8	2.2	-4	i	-2	2	1.0	C=CCn1c(SC(C)C(=O)NCCC2=CCCCC2)nc2ccccc2c1=O (centres undefined)
0.0	/	1	-3	0.8	34	i	3	-11	-0.9	COc1ccccc1N(C(C)=O)C1=C(Cl)C(=O)c2ccccc2C1=O
-0.3	-10	28	9	4.2	39	i	-18	20	0.9	O=C1NC(=S)/C(=C\c2ccc(-c3ccccc3Cl)o2)S1
-0.9	0	-2	2	-0.6	-3	i	0	4	-0.4	Cc1ccc(Oc2ncccc2N)c2c1CCC2
0.8	-9	-2	1	-0.5	2	i	2	-1	-0.4	COc1ccc(C(=O)N2CCC(n3nnc4cc(F)ccc43)CC2)cc1OC
-0.5	-8	-4	0	0.2	2	i	-1	1	-0.3	COCCNC(=O)C(c1ccc(O)cc1)N(Cc1ccco1)C(=O)CCC(=O)Nc1ccccn1 (centres undefined)
-0.3	-9	2	2	3.0	-8	i	-1	-13	2.0	CNC(=O)/C(C#N)=C/c1c(N(Cc2ccccc2)Cc2ccccc2)nc2c(C)cccn2c1=O
-1.3	-6	-3	2	2.6	-4	i	-4	-9	0.2	CCc1ccccc1NC(=O)c1cccc(Oc2ccc([N+](=O)[O-])cc2Cl)c1
-0.7	3	-1	-3	-0.3	1	i	0	1	-1.4	CCOC(=O)C1(Cc2ccccc2C)CCCN(C(=O)CN2C(=O)CSC2=O)C1 (centres undefined)
-1.6	-5	3	-5	-0.3	-2	i	-1	-1	-0.1	CC(=O)Nc1ccc(Oc2ccc(-c3noc(C)n3)cc2)cc1
1.0	-13	-10	-2	3.3	-5	i	9	-2	-0.4	COc1cc(/C=N/O)cc(Br)c1OS(=O)(=O)c1ccc(C)cc1
-0.2	-5	3	-2	0.4	-1	i	0	-2	0.8	COC(=O)C1=C(C(=O)OC)[C@@H]2N(Cc3ccccc3)c3ccccc3[C@@]23C[C@@H](C(=O)OC)N(C(=O)c2cccs2)C3=N1
-1.1	8	1	6	15	1	i	3	9	0.3	CN(CC(=O)Nc1n[nH]c(=S)s1)S(=O)(=O)c1cccc2cccnc12
-1.0	-2	7	-1	-7.7	0	i	1	8	2.0	Cc1ccc(CNC(=O)CSc2nc3n[nH]c(C)c3c(=N)n2-c2cccc(C)c2)cc1
1.6	-4	-2	-2	1.1	0	i	6	1	0.9	Cc1ccc2[nH]c(C(=O)N3CCCCC3)cc2c1
-0.2	1	-6	-1	0.3	-4	i	53	-8	2.0	CC(=O)c1ccc(NC(=O)CCc2nnc3ccc(N4CCC5(CC4)OCCO5)nn23)cc1
-0.3	-10	-4	0	-1.4	-1	i	0	0	0.8	CC(=O)C1(C)N(O)C(C)(C)C(c2ccco2)=[N+]1[O-] (centres undefined)
-1.3	-3	-4	-2	1.9	9	i	-10	-2	0.9	COc1ccc(CNC(=O)Nc2cccc(C(F)(F)F)c2)cc1OC
0.0	-3	-5	0	0.3	-1	i	8	0	0.3	O=C(NCC1CCCO1)/C(=C\c1ccccc1)NC(=O)c1ccccc1 (centres undefined)
-1.2	-5	-4	-5	0.3	-4	i	-3	-4	-1.0	COc1ccc(/C=N/Nc2nc(C)cc(-c3ccccc3)n2)c(OC)c1
-0.9	0	26	0	0.7	-13	i	-6	15	/	COc1cc(OC)cc(C(=O)Nc2nnc(NC(=S)Nc3ccccc3)s2)c1
-1.1	24	13	0	0.8	7	i	-16	-1	1.9	CC(C)=C1C2CCC1C(C(=O)Nc1sc(C)c(-c3ccc(C(C)C)cc3)c1C(N)=O)C2C(=O)O (centres undefined)
0.4	/	3	2	-0.2	-4	i	4	-9	0.5	C=CCN1C(c2cccc(C(F)(F)F)c2)=CS/C1=C(\C#N)c1nnc(N2CCOCC2)n1-c1ccccc1
-1.1	-6	-10	3	-1.7	0	i	4	5	-1.6	COc1ccc(NC(=O)CSC2CCCCC2)cc1
0.0	-2	5	-4	0.0	-1	i	-2	-6	1.2	CCc1nnc(NC(=O)c2sc3nc(C)cc(COC)c3c2N)s1
2.2	-10	3	0	-1.9	-3	i	-11	-15	2.9	O=C(O)CCC(=O)Nc1ccc(Sc2ccc([N+](=O)[O-])cc2)cc1
0.0	7	20	0	2.3	-9	i	9	7	-0.6	CC(C)C[C@H]1CN([C@@H](CC(C)C)CN2CCCC2CN2C(=S)NC[C@@H]2Cc2ccc(O)cc2)C(=S)N1CCc1ccccc1 (some centres undefined)

# Reprinted at random: 2 records from the list
Tb MetRS inh	Scp-1 inhibitor	NadD inh	STEP block	LMPTP inh	DNMT1 block	Rpn11 block	CSN inh	SUMO1 PPI mod	MsrA inh	Compound
-1.0	-2	7	-1	-7.7	0	i	1	8	2.0	Cc1ccc(CNC(=O)CSc2nc3n[nH]c(C)c3c(=N)n2-c2cccc(C)c2)cc1
2.2	-10	3	0	-1.9	-3	i	-11	-15	2.9	O=C(O)CCC(=O)Nc1ccc(Sc2ccc([N+](=O)[O-])cc2)cc1

# Arranged by molar mass (smallest number first): eleven of the compounds above.
Tb MetRS inh	Scp-1 inhibitor	NadD inh	STEP block	LMPTP inh	DNMT1 block	Rpn11 block	CSN inh	SUMO1 PPI mod	MsrA inh	Compound
0.1	-8	-4	-3	-0.9	0	i	1	-2	1.4	Cc1cnc(C(=O)Nc2nnc(C)s2)cn1
0.0	-6	0	-4	0.7	3	i	-3	2	0.2	CN(C)c1cccc(C(=O)NCC2CCCO2)c1 (centres undefined)
-1.1	-6	-10	3	-1.7	0	i	4	5	-1.6	COc1ccc(NC(=O)CSC2CCCCC2)cc1
-0.7	-4	1	-2	-1.4	1	i	2	-1	1.7	COC(=O)c1ccc(CSc2nnc(C)s2)cc1
-1.6	-5	3	-5	-0.3	-2	i	-1	-1	-0.1	CC(=O)Nc1ccc(Oc2ccc(-c3noc(C)n3)cc2)cc1
2.2	-10	3	0	-1.9	-3	i	-11	-15	2.9	O=C(O)CCC(=O)Nc1ccc(Sc2ccc([N+](=O)[O-])cc2)cc1
0.0	-2	5	-4	0.0	-1	i	-2	-6	1.2	CCc1nnc(NC(=O)c2sc3nc(C)cc(COC)c3c2N)s1
-1.0	-15	-7	8	2.2	-4	i	-2	2	1.0	C=CCn1c(SC(C)C(=O)NCCC2=CCCCC2)nc2ccccc2c1=O (centres undefined)
-0.7	3	-1	-3	-0.3	1	i	0	1	-1.4	CCOC(=O)C1(Cc2ccccc2C)CCCN(C(=O)CN2C(=O)CSC2=O)C1 (centres undefined)
-0.4	-7	-5	-1	0.7	-1	i	0	-28	2.8	O=C(COC(=O)c1cc([N+](=O)[O-])ccc1NCCO)Nc1cccc(S(=O)(=O)N2CCCC2)c1
-0.4	3	5	0	0.8	-3	i	1	3	-0.6	CCN(CC)S(=O)(=O)c1ccc(-c2nnc(SCc3nnc(-c4ccc(C)cc4)o3)n2CC)cc1
